# Screening data deposited in PubChem by several laboratories.
# OPRM1-OPRD1 inv: inverse agonists of MOR-DOR heterodimerization, primary screen, cell-based, luminescence; inhibition, % at 9.3 µM; 340,000 tested, 0.21% active; cell-based MOR-DOR heterodimer luminescence, inverse agonism; in the data active = inhibition above about 22%, passing the limit was not always enough;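 note: 0% = cells with DMSO and 100% = wells without cells with DMSO; values of inactives mirror those of a sister screen read the other way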
# Wnt bcat act: Wnt/beta-catenin pathway activators, primary screen, cell-based, plate reader, single point; AID 743398, 2014; Wnt/beta-catenin reporter cell assay, activator; activation, % at 9.35 µM; 300,000 tested, 1.2% active; in the data active = activation above about 30%, passing the limit was not always enough; inconclusive = no clear call, values can overlap the other calls;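 note: 0% = neutral control wells and 100% = positive control wells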
# MOR-DOR ag: agonists of OPRM1-OPRD1 heterodimerization, primary screen, cell-based, luminescence; AID 504326, 2011; cells; 340,000 tested, 0.3% active; activation, % at 9.3 µM; in the data active = activation above about 18%;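 note: 0% = vehicle-treated cells and 100% = reference agonist; values of inactives mirror those of a sister screen read the other way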
# Cardiac RTF inh: cardiac RTF calcium sensitivity inhibitors, primary screen, biochemical, IANBD-TnC fluorescence, EC70 calcium | Troponin I, cardiac muscle (Homo sapiens) + Troponin T, cardiac muscle (Homo sapiens) + … | IANBD-labeled cardiac RTF, Ca2+ fluorescence | inhibition, % at 7.15 µM | 340,000 tested, 0.12% active | AID 493244, 2011;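 active = inhibition above the mean inhibition of all tested compounds plus 3 SD, cut at about 17% in these data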;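 note: assay run at fixed EC70 calcium of 1.6 mM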
# Arr AP2 block: inhibitors of beta-arrestin/AP2 binding, primary screen, biochemical, GPCR trafficking, flow cytometry | FITC-arrestin peptide / GST-AP2 beads; AP2 beta2 appendage carries R879A mutation | inhibition, % at 10 µM | AID 504490, 2011 | beta-arrestin 1 C-terminal peptide binding to AP2 beta2-adaptin appendage (human) | 340,000 tested, 0.31% active;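 active = inhibition above a set limit, near 3 SD of compounds lacking own fluorescence, cut at about 54% in these data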;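 note: plate controls were DMSO wells for no effect and 5 µM unlabelled arrestin peptide for full effect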
#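 System: GST-AP2 R879A glutathione beads | Also added: FITC-arrestin peptide, 50 nM | Times: 12 min plus 1 h, RT | Signal: Bead flow cytometry, FITC channel | Buffer or medium: PBS with 0.05% Tween 20 and 0.1% BSA | Read-out basis: Percent drop in bead-associated FITC signal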
# Keap1 Nrf2 FP: Keap1-Nrf2 protein-protein interaction inhibitors, primary screen, biochemical, fluorescence polarization, single point; 340,000 tested, 0.15% active; inhibition, % at 9.4 µM; AID 504523, 2011; Keap1 Kelch-Nrf2 peptide fluorescence polarization, 1536-well; in the data active = inhibition above about 12%; inconclusive = no clear call, values can overlap the other calls; inactive = below about 7.3%;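 note: human Keap1 Kelch domain with fluorescein labeled Nrf2 9mer peptide probe; 0% = neutral control wells and 100% = peptide positive control; higher means more block of Keap1 binding to Nrf2 peptide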
# RTF Ca sens act: cardiac RTF calcium sensitivity activators, primary screen, biochemical, IANBD-TnC fluorescence, EC20 calcium | activation, % at 7.2 µM | 340,000 tested, 0.24% active | Troponin I, cardiac muscle (Homo sapiens) + Troponin T, cardiac muscle (Homo sapiens) + … | IANBD-labeled TnC RTF fluorescence at EC20 calcium; 0% EC20 calcium, 100% full calcium | AID 493008, 2010;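 active = activation above the mean over all tested compounds plus 3 SD, cut at about 30% in these data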;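 note: rise in fluorescence read as greater calcium sensitivity of cardiac thin filaments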
# DSG3 Ab inh: inhibitors of pemphigus antibody binding to DSG3, primary screen, biochemical, bead-based, flow cytometry, scFv-GFP; DSG3-coupled beads, scFv-anti-DSG3-GFP binding; active compounds read low; 310,000 tested, 0.48% active; AID 588358, 2011; binding (percent of control), % at 10 µM;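 active = binding more than 3 SD below its plate's average and above zero; inconclusive = below that plate limit but binding exactly zero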;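 note: hits lower antibody fragment binding to DSG3; some compounds called inactive have numbers as strong as hits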
# Target sequence (P32926 whole entry, looked up, the tested form may be a part): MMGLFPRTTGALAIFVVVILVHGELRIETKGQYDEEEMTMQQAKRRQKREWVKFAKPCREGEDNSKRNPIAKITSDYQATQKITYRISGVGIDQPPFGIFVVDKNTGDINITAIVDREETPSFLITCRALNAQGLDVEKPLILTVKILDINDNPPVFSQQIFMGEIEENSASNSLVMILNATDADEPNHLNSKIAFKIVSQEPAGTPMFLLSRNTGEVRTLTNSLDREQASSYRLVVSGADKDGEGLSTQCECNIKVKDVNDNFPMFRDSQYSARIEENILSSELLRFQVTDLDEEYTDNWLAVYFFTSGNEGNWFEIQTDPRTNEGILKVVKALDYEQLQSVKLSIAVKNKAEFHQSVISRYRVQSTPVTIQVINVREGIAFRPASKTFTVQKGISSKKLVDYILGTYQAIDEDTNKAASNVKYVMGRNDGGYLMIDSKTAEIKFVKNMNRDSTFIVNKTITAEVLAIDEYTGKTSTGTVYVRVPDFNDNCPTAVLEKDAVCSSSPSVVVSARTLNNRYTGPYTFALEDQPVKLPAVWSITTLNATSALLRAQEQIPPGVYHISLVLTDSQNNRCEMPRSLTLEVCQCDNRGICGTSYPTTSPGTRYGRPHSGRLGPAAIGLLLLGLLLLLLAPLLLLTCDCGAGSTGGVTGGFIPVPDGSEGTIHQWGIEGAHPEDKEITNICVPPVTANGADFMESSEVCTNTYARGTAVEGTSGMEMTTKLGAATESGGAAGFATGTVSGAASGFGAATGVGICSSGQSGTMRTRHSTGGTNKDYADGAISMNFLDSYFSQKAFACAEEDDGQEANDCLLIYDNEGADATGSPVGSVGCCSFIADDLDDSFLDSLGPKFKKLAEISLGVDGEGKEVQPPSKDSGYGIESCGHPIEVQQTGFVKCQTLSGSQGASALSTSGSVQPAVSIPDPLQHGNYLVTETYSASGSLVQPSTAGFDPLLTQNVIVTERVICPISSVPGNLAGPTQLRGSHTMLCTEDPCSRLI
# LANA DNA inh: inhibitors of KSHV C-LANA binding to DNA, primary screen, biochemical, fluorescence polarization, FAM-LBS DNA, MBP-C-LANA, single point. Kaposi's sarcoma herpesvirus LANA C-terminal domain (residues 932-1162) DNA binding. inhibition, % at 9 µM. 340,000 tested, 0.078% active. AID 504423, 2011;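 active = highest replicate inhibition at or above 60% at 9 µM, even if other replicates fall short; inactive = all replicates below 60% inhibition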;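 note: 0% = neutral control wells and 100% = 4 µM acridine orange control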
# V-ATPase pH: regulators of yeast V-ATPase proton pumping, primary screen, pHLuorin cytosolic pH fluorescence. S. cerevisiae. response, % at 10 µM. 350,000 tested, 0.37% active; in the data active = response mostly above about 7.3%, no sharp cut-off; inactive = mostly below about 5.4%; note: actives read high; inactives centre near 0; some compounds called inactive have numbers as strong as hits; reference of the scale not given here
# Starred values were filed as active, the others as inactive; ? = inconclusive; / = no result given; & = joins results of further samples.
SMILES,OPRM1-OPRD1 inv,Wnt bcat act,MOR-DOR ag,Cardiac RTF inh,Arr AP2 block,Keap1 Nrf2 FP,RTF Ca sens act,DSG3 Ab inh,LANA DNA inh,V-ATPase pH
O=C(NCc1ccc2c(c1)OCO2)C1CCN(c2nccc(C(F)(F)F)n2)CC1,19,-1,-3.9,4,-26,-2,2,/,-0.2,1
C=CCn1c(=O)c2ccccc2n2c(SCc3nc4ccccc4s3)nnc12,7,/,-1.2,1,30,-5,5,106,1.1,-1
COc1ccc2sc3ccccc3c(=O)c2c1,-8,0,1.5,8,20,-1,-4,91,1.4,-3
CN1c2ccc(Cl)cc2C(=O)NC1C1CC=CCC1 (stereo not drawn),7,0,-1.3,-7,44,0,-3,/,-6.3,-1
CCN1CC(CN(C)Cc2cn(-c3ccc(C)cc3)nc2-c2ccc(F)cc2)CC1=O (stereo not drawn),-18,0,3.4,3,5,-5,-1,105,-0.9,0
COc1ccccc1NC(=O)CSc1nc2sc(C)c(C)c2c(=O)n1C,13,-2,-2.0,7,35,0,-6,/,-0.6,-1
O=S(=O)(NCCCN1CCOCC1)c1ccc(Cl)cc1,16,-2,-2.6,-4,16,0,-1,61,-1.1,0
O=c1cc(CSc2ccc(Cl)cc2)nc2nc[nH]n12,-1,-3,0.2,-5,20,-1,-4,109,0.5,3
CCN(CC)S(=O)(=O)c1ccc(C)c(NC(=O)Cn2c(=O)cnc3ccccc32)c1,9,0,-1.7,-4,-2,-4,-2,107,-0.6,3
CCN(CC)S(=O)(=O)c1ccc(Cl)c(NC(=O)c2ccccc2C)c1,7,-2,-1.6,-2,4,-2,-3,104,1.6,-1
CCCCc1cc(=O)oc2c(C)c(OCC(=O)NCc3ccccn3)ccc12,16,0,-3.0,-9,-13,-5,-2,100,-0.8,2
COc1ccc(/C=C2\CCc3ccccc3C2=O)c(OC)c1OC,13,-13,-2.4,1,-2,-6,-4,95,-0.8,0
Cc1ccc(S(=O)(=O)NC(=O)c2ccccc2)cc1C(C)C,10,-1,-1.7,9,41,-3,2,93,-1.0,3
CCc1ccc(CN(C(=O)c2oc3ccccc3c2C)C2CCS(=O)(=O)C2)cc1 (stereo not drawn),-9,-3,1.5,-12,0,6,3,98,1.6,-4
Fc1ccc(-n2c(=S)[nH]c3cccnc32)cc1,10,-3,-2.0,-2,-15,-6,-8,106,-0.9,2
O=C(CSc1n[nH]c(-c2ccccc2Br)n1)NCCN1C(=O)CSC1=O,-7,15,1.2,-6,0,-3,0,96,2.2,0
O=C(OCC1OC2OC3(CCCCC3)OC2C2OC3(CCCCC3)OC12)c1ccccc1 (stereo not drawn),0,-1&-1,-0.1,-2,-4,-3,3,99,-1.5,-4
O=C(NCC(=O)N(CC1CCCO1)C(C(=O)NC1CCCC1)c1ccc(F)cc1)c1ccco1 (stereo not drawn),13,0,-2.3,0,3,-5,-5,103,-1.9,-1
CC(OC(=O)c1ccc2c(=O)n3c(nc2c1)CCC3)C(=O)Nc1ccc(C(N)=O)cc1 (stereo not drawn),14,5,-3.6,2,-8,3,-3,108,-0.1,-2
CC(=O)c1cccc(NC(=O)NC(C)c2ccc3c(c2)OCO3)c1 (stereo not drawn),3,1,-0.8,-5,-2,-2,4,107,0.2,0
CCCn1nnc2sc3c(c2c1=O)CCC(C)C3 (stereo not drawn),-14,/,2.4,12,4,-4,7,101,1.8,0
COc1ccc(C(O)c2nc3ccccc3n2C)cc1OC (stereo not drawn),-10,/,1.8,-7,5,-3,0,80,0.9,4
CC1CCN(Cc2nc(-c3ccc(Cl)cc3)no2)CC1,3,5,-0.5,0,1,0,4,/,-0.1,-5
O=C1OC[C@@H]2CCCN2C(=O)[C@H](CC(=O)N(CCO)Cc2ccccc2)C/C=C\CC[C@@H]1Cc1ccc(F)cc1,-4,-6,0.7,9,/,-5,-2,95,0.4,-1
CCOC(=O)C1CCN(S(=O)(=O)c2ccc(C)cc2)CC1,11,-1,-1.9,-2,1,-3,-2,97,-0.5,0
Cc1ccsc1/C=N/N1CCOCC1,13,-1,-2.4,2,21,-2,-2,103,1.0,2
Fc1ccc(Cn2cc(C(=S)N3CCOCC3)c3ccccc32)cc1,4,-5,-0.8,6,6,0,1,82,-1.5,2
CCOc1ccccc1NC(=O)Cn1nnc(C(=O)Nc2ccc(C)cc2)c1N,-3,/,0.6,-3,-2,-5,6,98,-0.3,0
CC(=O)N1c2ccccc2[C@@H](C)[C@@H]1C,11,-4,-1.8,-7,/,-3,0,96,0.2,2
Cc1cccc(NS(=O)(=O)c2ccc(Cl)cc2)n1,-2,0,0.4,-4,4,-2,10,106,-1.6,0

# Overlap with the part before: 2 compounds, followed by the next part.
SMILES,OPRM1-OPRD1 inv,Wnt bcat act,MOR-DOR ag,Cardiac RTF inh,Arr AP2 block,Keap1 Nrf2 FP,RTF Ca sens act,DSG3 Ab inh,LANA DNA inh,V-ATPase pH
CC(=O)N1c2ccccc2[C@@H](C)[C@@H]1C,11,-4,-1.8,-7,/,-3,0,96,0.2,2
Cc1cccc(NS(=O)(=O)c2ccc(Cl)cc2)n1,-2,0,0.4,-4,4,-2,10,106,-1.6,0
CCCCn1nnnc1SCC(=O)Nc1ccc(C)cc1,-8,-2,1.4,-17,12,1,-7,90,0.4,1
CC(=O)OCC(=O)c1c[nH]c2ccccc12,12,-1,-2.1,4,-12,0,1,103,2.0,1
C=C(C)COc1ccc2c(C)c(C)c(=O)oc2c1OCC(=C)C,9,/,-1.7,2,-5,-5,-4,104,-3.1,-2
CC(C)NC(=O)c1ccc2c(c1)nnn2C,6,/,-1.2,-4,0,1,3,102,0.7,-1
O=C(COC(=O)/C=C/c1nc2ccccc2s1)Nc1cccc(Cl)c1Cl,6,/,-1.2,-2,-4,-5,6,98,1.1,0
CCCC(CCC(=O)Nc1cccc([N+](=O)[O-])c1)C(=O)O (stereo not drawn),12,4,-2.5,-1,-3,1,2,98,1.3,-2
CC(=O)CSc1ncnc2scc(-c3ccc(F)cc3)c12,-1,-1,0.1,-8,-4,-2,3,86,0.6,1
Cc1ccc(C(=O)N[C@H](C(=O)N2CCN(c3ccccc3F)CC2)C(C)C)cc1,-9,-3,1.1,-8,-11,-6,1,130,0.4,1
CCC(=O)NC(=Nc1nc2ccccc2s1)NC(=O)CC,2,/,-0.5,3,6,2,-10,101,0.6,1
Cc1ccc(S(=O)(=O)N2CCCC(c3nc4c(nnn4Cc4ccc5c(c4)OCCO5)c(=O)[nH]3)C2)cc1 (stereo not drawn),-4,-1,0.8,-13,-10,0,-8,92,0.7,2
CCOC(=O)c1ccc(N(CC(=O)NC2CCCC2)C(=O)CNC(=O)c2ccco2)cc1,10,/,-1.6,5,-5,-5,2,99,2.8,-1
O=C1C2CC=CCC2C(=O)N1c1ccc(NCCc2ccccc2)c([N+](=O)[O-])c1 (stereo not drawn),9,/,-1.6,3,1,-4,0,120,-0.5,-3
COc1ccc(-c2ccc(-c3nnc(Cc4ccc(OC)c(OC)c4)o3)cc2)cc1,9,-2,-1.9,-1,12,-2,-2,105,-1.7,-3
O=C1NC(=O)C2C3c4ccccc4C(c4ccccc43)C12 (stereo not drawn),14,-2,-2.4,-8,-36,0,1,104,1.2,0
CC(NC(=O)c1ccccc1)C(=O)NNC(=O)c1ccccc1Cl (stereo not drawn),17,-4,-4.3,-7,6,2,-1,/,-0.2,-5
Cn1cccc1CNC(=S)Nc1ccccc1F,4,0,-0.8,5,8,-1,0,95,-2.5,1
CCC(=O)Oc1ccc(C2N(C(=O)CC)CCN2S(=O)(=O)c2ccc(C)cc2)cc1OC (stereo not drawn),10,1,-1.8,-1,20,0,-1,/,0.1,2
Cc1ccc(NC(=S)c2nc3ccccc3[nH]2)cc1,-23,29,4.6,5,4,2,-6,103,-2.3,-4
CC(C(=O)NC1=NCCS1)N1C(=O)c2ccccc2C1=O (stereo not drawn),13,1,-2.5,1,-7,2,-1,95,0.3,-4
CC1CN(C(=S)NC2CCCC2)CC(C)O1 (stereo not drawn),25,0,-5.0,-12,22,-2,-3,99,-0.7,2
CCOc1ccc(C(=O)NCC(=O)N2CCN(Cc3ccccc3)CC2)cc1,11,1,-2.9,-5,7,0,-2,94,-1.9,-2
O=C(Cn1cc(C(=O)C2CC2)c2ccccc21)NCc1ccc2c(c1)OCO2,17,-1,-2.8,-11,6,2,4,106,1.2,0
Cc1cc(C(F)(F)F)n(-c2nc(C(=O)N/N=C/c3ccc(F)cc3)cs2)n1,-18,?,3.5,-3,-6,2,1,/,-0.7,-2
COc1cc(OC)c(/C=N/NC(=O)COc2cccc3cccnc23)c(OC)c1,6,5,-1.1,-2,6,-3,12,/,-0.3,1
Nc1nc(SCC(=O)Nc2ccc(S(N)(=O)=O)cc2)n[nH]1,-10,-2,2.1,-1,-23,-2,8,109,0.2,-2
COC(=O)c1sc(S(=O)(=O)NC(C)C(=O)O)c(C(=O)OC)c1C (stereo not drawn),8,0,-1.5,-4,-16,-4,0,102,1.0,1
COc1ccc(OCCC(=O)OCC(=O)NC(=O)NC(C)C)cc1,12,-1,-2.1,-12,0,3,-1,98,0.7,0
CC(CNc1nc2ccc(Cl)cc2n2cnnc12)c1ccccc1 (stereo not drawn),-11,3,2.0,-9,1,0,0,96,0.8,-1
O=C(COC(=O)c1cccc(S(=O)(=O)N2CCOCC2)c1)Nc1ccc(Cl)cn1,14,-5,-3.3,1,-4,-9,3,105,-0.7,-3
CCOC(=O)CN1C(=O)CN(c2ccc(C)cc2)C1=O,9,6,-1.5,-1,-11,-4,-3,101,-1.0,0
O=C(OCc1nc2ccc(Cl)cc2n1CCO)c1ccccc1C(=O)c1ccccc1,9,0,-1.5,3,-7,-2,0,87,-0.2,-1
Cc1ccc(OC(=O)c2ccc(Br)o2)cc1,-19,/,3.9,-3,39,-5,-3,104,0.3,-4
O=C(NCc1ccco1)c1sc2ccccc2c1Cl,-8,/,1.5,7,-9,-8,-3,99,2.5,4
COCCSc1ccccc1C(=O)Nc1cc(C)on1,21,-1,-4.6,-5,-10,-4,1,124,0.4,-2
Cc1ccc(C(=O)O/N=C(\N)c2ccccn2)cc1C,-23,-8,4.5,-6,45,-1,2,96,-0.5,1

# No enrichment for hits, and some 3.1% of all compounds hit somewhere here.
